# CaV13 ICDI inh – Primary screen for inhibitors of IQ motif and Ca2+-dependent inactivation inhibitor domain binding in CACNA1D, Förster resonance energy transfer in living cells, …; HEK cells, CFP/YFP FRET ICDI-IQ, plate reader, 10 min; percent FRET-ratio fall versus neutral wells; inhibition, % at 12.3 µM; 340,000 compounds, 0.098% hits; AID 743397;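 active = mean replicate inhibition of at least 30% and at least 1% of replicates passing that level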;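 also: 0% = median of the neutral control wells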
# iPSC survival up – hiPSC single-cell survival enhancement | ATPlite luminescence; 100% = ROCK inhibitor wells, 0% = DMSO | 360,000 compounds, 0.044% hits | survival enhancement, % at 20 µM | AID 602274; in the data active = survival enhancement above about 18%;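 also: cells exposed to compounds for 16 hours before the ATP read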
# H9c2 protect – myocardial damage modulation in H9c2 cells; 360,000 compounds, 0.63% hits; protection from H2O2 cell death, % at 20 µM; H9c2 cardiomyocytes, H2O2 injury protection, ATPLite, 2 h; AID 588492;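 active = compounds giving at least 50% protection of heart cells from peroxide-induced death in the single-dose screen, raw or plate-pattern-corrected value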;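 also: 0% = DMSO wells with peroxide and 100% = DMSO wells without peroxide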
# m5-HT2A agonist – activates the mouse 5-HT2A serotonin receptor | CHO-K1 mHTR2A beta-arrestin complementation, luminescence; percent of 30 µM serotonin response | activation, % at 7.6 µM | 360,000 compounds, 0.66% hits | AID 624169;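 active = activation above a run cutoff, the mean activation of all tested compounds plus 3 SD, cut at about 14% in these data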;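 also: 0% = plate median of compound wells and 100% = 30 µM serotonin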
# Target sequence (P35363 whole entry, looked up): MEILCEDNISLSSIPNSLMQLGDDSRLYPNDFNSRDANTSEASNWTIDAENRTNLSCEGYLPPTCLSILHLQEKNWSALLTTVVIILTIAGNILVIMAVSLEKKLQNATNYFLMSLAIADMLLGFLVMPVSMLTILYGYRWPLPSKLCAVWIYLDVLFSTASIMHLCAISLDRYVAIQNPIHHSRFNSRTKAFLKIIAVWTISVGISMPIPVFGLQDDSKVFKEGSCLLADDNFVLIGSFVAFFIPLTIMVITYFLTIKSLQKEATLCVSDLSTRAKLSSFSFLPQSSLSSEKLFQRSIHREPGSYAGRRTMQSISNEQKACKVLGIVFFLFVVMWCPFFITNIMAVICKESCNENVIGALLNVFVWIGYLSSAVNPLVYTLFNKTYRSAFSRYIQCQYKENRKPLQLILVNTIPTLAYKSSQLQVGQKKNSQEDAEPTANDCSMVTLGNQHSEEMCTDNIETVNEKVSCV
# Vif imaging – inhibitors of HIV Vif; HEK293T cells, Vif self-association by quenched fluorescence, imaging, 24 h; inhibition, % at 7.49 µM; 340,000 compounds, 0.35% hits; AID 602346; in the data active = inhibition above about 50%, passing the limit was not always enough; also: some results filed as inactive read as strong as hits
# PDI inh – PDI (human) enzyme inhibition; 350,000 compounds, 0.052% hits; P07237; AID 588391; PDI insulin aggregation turbidity, A650, 90 min; inhibition, % at 10 µM;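 active = mean inhibition across replicates of 30% or more, whatever share of single replicates reach that level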;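 also: absorbance from insulin aggregation driven by PDI reduction with DTT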
# Target sequence (P07237 whole entry, looked up): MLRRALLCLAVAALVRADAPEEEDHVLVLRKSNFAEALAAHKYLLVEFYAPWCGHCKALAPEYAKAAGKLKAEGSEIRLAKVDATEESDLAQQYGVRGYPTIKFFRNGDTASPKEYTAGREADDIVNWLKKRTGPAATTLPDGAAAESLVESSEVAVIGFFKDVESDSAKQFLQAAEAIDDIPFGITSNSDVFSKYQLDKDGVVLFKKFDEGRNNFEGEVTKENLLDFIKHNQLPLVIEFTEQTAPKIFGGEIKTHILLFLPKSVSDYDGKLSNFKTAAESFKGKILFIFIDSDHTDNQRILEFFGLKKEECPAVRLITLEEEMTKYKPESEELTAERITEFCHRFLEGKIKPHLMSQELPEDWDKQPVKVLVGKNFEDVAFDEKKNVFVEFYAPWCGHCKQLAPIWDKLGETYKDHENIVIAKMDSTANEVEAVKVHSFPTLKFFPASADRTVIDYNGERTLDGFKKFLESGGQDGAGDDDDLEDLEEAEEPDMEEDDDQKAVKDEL
# ABCB6 inh 2 – blocks the human ABCB6 transporter; Q9NP58; K562-ABCB6 porphyrin accumulation, flow cytometry, 1 h; hits give low values; fluorescence ratio to DMSO, % at 10 µM; 360,000 compounds, 0.19% hits;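 active = fluorescence ratio to DMSO below 75%, the collection mean minus 3 SD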;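 also: signal is porphyrin accumulated inside mitochondria; 100% equals median channel fluorescence of DMSO control wells; lower ratio means ABCB6 inhibition with less porphyrin fluorescence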
# aDG glyco up – alpha-DG glycosylation activation; Pro5-aDG cells, alpha-DG glycosylation AlphaScreen (IIH6); 0% Pro5, 100% B10-LARGE cell signal; activation, % at 10 µM; 360,000 compounds, 0.22% hits;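 active = activation of at least 8% versus controls, or a plate z-score of at least 8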;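 also: Pro5 are CHO cells carrying HIG-tagged alpha-DG that lacks glycosylation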
# N-glyco inh – N-linked glycosylation inhibition; D54 ERlucT glycosylation luciferase reporter, 24 h; percent of 100 nM tunicamycin response; reporter increase, % at 12.5 µM; 360,000 compounds, 0.23% hits;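 active = mean luciferase reporter signal, scaled so untreated is 0 and the glycosylation-blocking control 100, at or above a set limit in every replicate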;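 also: luciferase carries N-glycosylation sites so blocking glycosylation raises the light; 0% = median of neutral control wells and 100% = median of 100 nM tunicamycin wells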
# Exocytosis inh – lytic granule exocytosis inhibition; TALL-104 LAMP-1 surface exposure, flow cytometry; cells stimulated with thapsigargin and PMA; inhibition, % at 10 µM; 360,000 compounds, 0.66% hits; AID 651702;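 active = inhibition above about 55%, limit read from the data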
# Starred values were filed as active, the others as inactive; x = no result given.
SMILES,CaV13 ICDI inh,iPSC survival up,H9c2 protect,m5-HT2A agonist,Vif imaging,PDI inh,ABCB6 inh 2,aDG glyco up,N-glyco inh,Exocytosis inh
COc1ccc(C2C(=O)N(C3CCCCC3)CC(=O)N2CC2COc3ccccc3O2)cc1 (configuration not stated),-5,-2.3,3,-1,3,-2,92,0.0,0,1
Cc1cccc(Nc2cc(C)c3c(O)cccc3n2)c1C,-6,-1.1,-21,-7,-30,-1,97,0.3,-9,2
COc1cccc(C(=O)COC(=O)C(C)N2C(=O)C3C4C=CC(C4)C3C2=O)c1 (configuration not stated),-7,4.1,17,3,x,-9,96,0.2,0,-4
CCN1C(=O)/C(=C2/Sc3ccccc3N2CC)SC1=S,-2,-0.6,-3,4,-4,-9,97,0.0,-1,-11
Cc1nc(C)c2c(=O)cc(-c3ccccc3)[nH]c2n1,-7,2.2,3,-1,7,-12,99,-0.1,15,-2
Cc1ccccc1C(=O)NC(=S)NC1CCSC1=O (configuration not stated),-5,0.3,-3,6,-6,-1,84,-0.2,-1,-5
N#CC(=NCc1cccnc1)C1=C(O)c2ccccc2C1=O,-5,0.3,4,1,8,3,99,-0.1,0,-2
CCOC(=O)[C@]12CCCC=C1N(Cc1ccco1)C(=O)[C@H](CC(=O)NCc1cccc(C(F)(F)F)c1)C2,-8,0.1,x,-1,x,x,95,0.9,x,0
CCOC(=O)C1(C)CCCN(C(=O)c2cccnc2)C1 (configuration not stated),-4,-2.5,-3,-1,2,-1,99,0.0,0,-3
Cc1cccc(C)c1-n1nnnc1C(c1ccnc2ccccc12)N1CCCC1 (configuration not stated),-6,1.3,x,7,x,x,96,0.2,x,2
COc1cccc(CN(C)C(=O)[C@@H](NC(=O)c2ccc(C)cc2)C(C)C)c1,-3,-0.5,8,0,32,3,99,0.1,-1,-1
CSc1nnc(NC(=O)c2ccco2)s1,-10,-0.1,4,5,8,1,96,0.0,-2,5

# Reprinted from the part before: three entries, followed by the next part.
SMILES,CaV13 ICDI inh,iPSC survival up,H9c2 protect,m5-HT2A agonist,Vif imaging,PDI inh,ABCB6 inh 2,aDG glyco up,N-glyco inh,Exocytosis inh
Cc1cccc(C)c1-n1nnnc1C(c1ccnc2ccccc12)N1CCCC1 (configuration not stated),-6,1.3,x,7,x,x,96,0.2,x,2
COc1cccc(CN(C)C(=O)[C@@H](NC(=O)c2ccc(C)cc2)C(C)C)c1,-3,-0.5,8,0,32,3,99,0.1,-1,-1
CSc1nnc(NC(=O)c2ccco2)s1,-10,-0.1,4,5,8,1,96,0.0,-2,5
CCCOC(=O)C1=C(C)NC2=C(C(=O)CC(C)(C)C2)C1c1ccc(N(C)C)cc1 (configuration not stated),-2,0.1,13,-7,-21,7,98,0.0,-4,2
N#CCCN(C(=O)COC(=O)CCc1ccccc1)c1ccccc1,-4,0.7,-7,0,19,0,97,0.1,1,-4
Cc1ccc(CN2CCN(C3CSCCSC3)CC2CCO)cc1 (configuration not stated),-7,-0.5,4,0,-4,12,99,1.4,3,2
O=C1N(Cc2cccc(Cl)c2)C[C@@H]2C[C@@H](c3cccc4ncccc34)N3CCC[C@@]123,0,-0.2,-4,-3,-9,8,105,1.8,-3,4
Cc1ccc(S(=O)(=O)N2[C@H](CC(=O)c3ccc(Cl)c(Cl)c3)OC[C@@H]2C)cc1,-12,x,x,-8,x,x,x,0.2,x,-9
COc1ccc2[nH]c(=O)c(CN(C(=O)C3CCCO3)c3ccc(C)c(C)c3)cc2c1 (configuration not stated),-7,0.2,-2,-1,-1,1,100,-0.1,0,-8
CC1CCCC(C)N1C(=O)c1cccc2c1-c1ccccc1/C2=N/O (configuration not stated),x,3.6,-12,-6,-3,2,97,-0.2,-4,0
CC(C)n1c(-c2ccc(N(C)C)cc2)nc2ccccc21,x,-4.5,-32,-1,x,3,100,1.1,-8,-2
O=C(COc1cccc(C(F)(F)F)c1)Nc1ccccc1N1CCCCC1,-16,0.2,-15,1,-6,4,101,0.0,-4,-2
NS(=O)(=O)c1ccc(NC(=O)CSc2n[nH]c(=O)n2Cc2ccccc2)cc1,-2,-0.2,-1,-2,-7,10,96,-0.1,5,-7
CCCCn1c(=N)n(CC(O)COc2ccccc2)c2ccccc21 (configuration not stated),-2,-2.7,-4,-5,38,-12,101,5.0,0,-9
COc1cc(-c2n[nH]c(=S)n2C(C)c2ccccc2)cc(OC)c1OC (configuration not stated),-3,-0.2,-1,0,1,11,93,0.0,1,0
CN1C(=O)[C@H]2[C@@H](/C=C/c3ccccc3)N3C(=O)CN(CCO)C(=O)[C@@]3(Cc3ccccc3)[C@H]2C1=O,-11,2.1,7,4,x,-4,96,0.2,1,19
CC1(C(=O)NS(=O)(=O)c2ccc(Br)cc2)CCN1C(=O)C1(c2ccccc2)CC1 (configuration not stated),-5,5.6,-1,4,3,2,99,0.0,-1,-3
O=C(c1[nH]c(C(F)(F)F)nc1-c1ccccc1)N1CCOCC1,-10,-1.3,10,7,-5,x,93,0.1,2,-6
CCc1cc(-c2onc(C)c2-c2cscn2)c(O)cc1OC,-2,1.4,-6,4,-2,-2,105,1.4,-4,-3
CC(=O)Nc1ccccc1OCCCN1CCC(C(O)(c2ccccc2)c2ccccc2)CC1,-6,-1.1,x,-5,x,x,96,0.3,x,-2
Cc1cccc2c(C(=O)N3CCN(c4ccccn4)CC3)cc(-c3cccc(Br)c3)nc12,x,0.1,-10,-4,-9,3,108,-0.1,-10,16
COc1ccccc1OCC(=O)NCCSCc1ccccc1Cl,-5,-1.5,0,-2,13,0,98,0.1,-1,15
Cc1ccc(SCCC(=O)N/N=C/c2ccncc2)cc1,-3,-0.9,2,-4,-9,11,98,0.3,-1,16
Cc1ccc(C(C(=O)NCc2ccco2)N(CC2CCCO2)C(=O)Cn2nnc3ccccc32)cc1 (configuration not stated),-6,-2.3,-11,1,x,23,189,-0.1,-2,-10
CN(C)S(=O)(=O)c1cccc(NC(=O)c2ccc(N3CCCC3=O)cc2)c1,-2,0.0,1,5,-3,5,96,-0.4,0,-3
Cc1ccc(C)c(Cn2c(=O)n(-c3ccc(CC(=O)NCc4ccco4)cc3)c(=O)c3sccc32)c1,-7,5.7,-1,1,x,3,100,0.0,-2,0
O=[N+]([O-])c1ccc(N2CCCCC2)nc1,-5,-0.7,0,-1,-2,-3,97,0.0,0,-3
N/C(=N\OC(=O)C1CCCCC1)c1ccc(Cl)cc1,-6,0.4,-6,-1,-4,12,101,0.2,2,4
CC(C)=CCC/C(C)=C/CNC(=O)CC1C[C@H](C(=O)N(C(C)C)C(C)C)[C@@]2(C)c3[nH]c4ccccc4c3CCN2C1=O (some centres not stated),-5,-3.2,-15,-2,x,0,90,-0.1,-8,29
Cc1ccc(NC(=O)CSc2ncn[nH]2)c([N+](=O)[O-])c1,-5,1.7,1,-3,20,0,101,0.1,-3,18
CCc1ccc2c(CN3CCN(Cc4ccccc4)CC3)cc(=O)oc2c1,-7,-0.1,11,-12,-1,17,94,0.0,-1,5
COc1ccc(S(=O)(=O)N2CCOCC2)cc1NC(=O)c1ccccc1-c1ccc(C(F)(F)F)cc1,-5,0.7,1,-5,-3,-10,95,-0.2,0,0
Cc1ccccc1NC(=O)Cn1c(C)nc2ccc(N)cc2c1=O,-5,-1.6,0,4,-19,-10,97,0.0,-2,-7
CCc1ccc(NC(=O)CSc2nc(CSc3ccc(C)cc3)cc(=O)[nH]2)cc1,-5,0.1,-3,0,1,-4,93,0.1,0,0
C[C@]12CCC(=O)C=C1C=CC1C2CC[C@@]2(C)C1CC[C@@]21CCC(=O)O1 (some centres not stated),-5,-1.0,-8,3,1,-4,98,0.0,-11,-1
CC1CCC2(CC1)NC(=O)N(CC(=O)N1CCOCC1)C2=O (configuration not stated),-6,-1.2,3,1,4,-2,101,-0.2,-1,1
COc1ccc(C(=O)OC(C)CN2CCN(C)CC2)cc1 (configuration not stated),-1,0.0,-4,-3,2,4,99,-0.1,2,-6
COc1ccc(S(=O)(=O)N2CCN(c3cccc(C)c3C)CC2)cc1,-2,0.3,-18,1,-9,x,99,-0.2,-1,1
CC(=NNC(=S)N1CCN(c2ccccn2)CC1)c1ccccn1,-2,-3.4,48,0,-2,14,110,0.0,6,1
COc1ccc(C2N(c3ccc(Cl)cc3)N=C(C(C)=O)N(C)N2C(C)=O)cc1 (configuration not stated),-17,3.5,-5,-3,-7,10,97,0.4,-8,4
COc1ccccc1N1CCN(C2CCC(C)CC2)CC1 (configuration not stated),50*,0.3,5,-5,-5,5,98,-0.1,-1,0
Nc1nnc(SCC(=O)NC2CCCc3ccccc32)s1 (configuration not stated),-2,-0.1,-3,1,6,10,98,0.1,2,-4
O=C(Cc1ccccc1)Nc1ccccc1Sc1ccccc1,-6,2.3,-6,-7,3,-3,100,0.1,-4,3
CCOc1ccc(NC(=O)CSc2nc3ccsc3c(=O)n2Cc2ccc(C(=O)O)cc2)cc1,-5,-1.6,6,7,2,7,100,-0.1,1,1
COc1ccc(N(CC(=O)N2CCc3ccccc3C2)S(=O)(=O)c2ccccc2)cc1,-4,2.1,10,-6,-16,-3,95,1.1,-3,-3
Cc1ccc(C(=O)N[C@H](C(=O)Nc2cc(Cl)cc(Cl)c2)C(C)C)cc1,-4,0.0,11,-3,10,-4,98,0.2,1,-3
COc1ccc(NC(=O)CN2C(=O)c3ccccc3S2(=O)=O)cc1OC,-5,1.3,7,1,16,8,95,0.0,0,-12
CCOC(=O)c1cnc(SCc2ccccc2)nc1N,-10,-2.5,-5,2,-5,-10,95,0.3,-5,-5
C/C(CC(=O)NC(C)(C)C)=N\NC(=O)c1ccco1,-5,-0.4,3,5,-3,-1,97,-0.1,3,-1
COc1ccc(N2CCN(S(=O)(=O)c3cc4c5c(c3)C(C)C(=O)N5CCC4)CC2)cc1 (configuration not stated),-5,-0.6,-5,4,4,-6,97,0.0,-2,5
O=C(CSc1nnc2ccccn12)Nc1ccccc1[N+](=O)[O-],-13,1.6,8,6,x,-1,87,-0.5,8,15
c1ccc(OCCNc2ccn3nc(-c4ccc(OCCN5CCOCC5)cc4)cc3n2)cc1,-5,4.0,12,-10,x,-4,74*,-0.3,-4,-9
Cc1cc(C)n(CC(O)COCc2ccco2)n1 (configuration not stated),-6,3.6,-2,2,1,7,98,1.0,1,0
O=C(Nc1cccc2ccccc12)c1cnccn1,-5,1.1,-3,6,2,7,97,0.0,2,-3
Cc1cccc(C(=O)NCC(=O)N2CCN(S(=O)(=O)c3cc(C)ccc3C)CC2)c1,-6,2.1,-2,0,-13,-10,99,-0.3,-1,7
CCOC(CNC(=O)c1cc2c(=O)n(CC)c3ccccc3c2s1)OCC,-4,1.7,8,3,x,8,91,0.0,2,0
CC(C)C1=CC(=Nc2ccc(S(N)(=O)=O)cc2)C=C(C(C)C)C1=O,-2,0.0,-7,0,20,14,101,0.0,3,8
Cc1ccc(/C=C(\NC(=O)c2ccccc2)C(=O)N2CCCC2C(=O)O)cc1 (configuration not stated),3,-2.7,-8,-1,8,3,100,-0.2,3,0

# Screens: PubChem, several laboratories
